UPR CHOP act: activators of apoptotic arm of unfolded protein response (CHOP); CHO-CHOP luciferase reporter, UPR activation, luminescence; percent of tunicamycin response over DMSO baseline; activation, % at 10 µM; actives 0.34% (n = 330,000); AID 449763;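 active means at 10 µM dose, activation of 40% or more, normalized to positive control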;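 further: 100% = tunicamycin at 10 µg/mL and 0% = DMSO alone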
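Dosing – one dose, 10 µM in 0.5% DMSO · System – CHO-CHOP cells, stable luciferase reporter of PERK-eIF2a-CHOP signalling · Input – 500 cells/well · Control set – tunicamycin 10 µg/mL final as positive, DMSO-only wells as negative · Timing – 6 h compound treatment, 37 °C · Measure – % activation vs tunicamycin · Technique – luminescence read with Steady-Glo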
tim23-1 inh: growth inhibitors of tim23-1 mutant yeast. AID 463212. inhibition, % at 20 µM. actives 1.3% (n = 330,000). S. cerevisiae tim23-1 growth, BacTiter-Glo luminescence, 24 h;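 active means growth inhibition of the mutant yeast at or above 50%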;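 further: temperature-sensitive mutant grown at 25 °C; plate controls were DMSO-treated mutant yeast for no effect and medium wells lacking yeast for full effect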
CCR6 antag: antagonists of human CCR6 receptor; actives 0.49% (n = 340,000); P51684; inhibition, % at 20 µM; AID 493098; CHO-K1 CCR6 PathHunter beta-arrestin, luminescence, CCL20-stimulated;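 active means compounds whose inhibition of the agonist-driven luminescence signal at 20 µM reaches about 50%, limit read from the data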;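 further: cells stimulated with CCL20 at 14 nM final; plate controls were DMSO with CCL20 for no effect and DMSO without agonist for full effect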
APJ antagonist: antagonists of human APJ apelin receptor. actives 0.32% (n = 330,000). inhibition, % at 20 µM. CHO-K1 APJ beta-arrestin complementation, luminescence. P35414. AID 2521;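 active means inhibition above about 40% at 20 µM, limit read from the data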;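 further: cells challenged with 10 nM apelin-13 agonist together with compound; plate controls were apelin-13 plus DMSO wells for no effect and DMSO wells lacking apelin-13 for full effect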
Mdm2 MdmX PPI: inhibitors of human Mdm2/MdmX interaction; O15151+Q00987; SaOS-2 split-luciferase Mdm2/MdmX complementation, luminescence; inhibition, % at 8 µM; actives 3% (n = 330,000);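 active means inhibition of at least 50% at 8 µM in the primary screen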
CXCR6 inh: blocks human CXCR6 beta-arrestin recruitment; O00574; CHO-K1 PathHunter CXCR6 beta-arrestin, luminescence; inhibition, % at 20 µM; actives 0.36% (n = 360,000); AID 602244; in the data active means inhibition above about 34%, passing the limit was not always enough;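 further: antagonist mode with CXCL16 agonist at 10 nM final; 0% = 10 nM CXCL16 with DMSO and 100% = unstimulated wells without agonist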
UPR XBP1 act: adaptive UPR (XBP1) activation; CHO-XBP1 luciferase reporter, IRE1-XBP1 UPR activation, luminescence; percent of tunicamycin response, DMSO as zero; activation, % at 20 µM; actives 0.33% (n = 330,000);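 active means versus positive control, 20 µM dose yields 30% or more activation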;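 further: 100% = tunicamycin at 10 µg/mL and 0% = DMSO only wells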
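assay system = CHO-XBP1 luciferase reporter cells | amount = 1000 cells/well | buffer or medium = F12 plus 10% FBS | compound dosing = single point, 20 µM final compound, 1% DMSO | incubation = 16-18 h cell attachment at 37 °C, then 6 h compound exposure | detection = Steady-Glo luminescence read | controls = tunicamycin 10 µg/mL and vehicle-only wells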
EBI2 block: EBI2 (human) antagonism; P32249; EBI2 beta-arrestin recruitment, luminescence, 7a,25-OHC stimulated; inhibition, % at 5 µM; actives 0.81% (n = 360,000); AID 651636; in the data active means inhibition above about 38%;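 further: enzyme fragment complementation signal reports receptor beta-arrestin coupling in cells; 0% = agonist plus DMSO wells and 100% = wells without agonist; some results beyond the cut were filed as inactive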
APJ ag: activates the human apelin receptor APJ; P35414; CHO-K1 APJ PathHunter beta-arrestin, luminescence; 0% DMSO wells, 100% apelin; activation, % at 20 µM; actives 0.11% (n = 330,000); AID 2520;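 active means activation more than six SD over the plate average, tested at 20 µM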;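 further: 0% = DMSO alone and 100% = apelin-13 at 10 nM; some results filed as inactive read as strong as hits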
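Assay system: CHO-K1 APJ beta-arrestin complementation cell line / Compound: single test compound dose, 20 µM final, 1% DMSO / Times: overnight seeding, 90 min compound at 25 °C, 1 h detection / Technique: beta-gal luminescence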
* = called active by the depositor; / = no result given. These rows are one share of the data; rates above refer to the full screens.

SMILES	UPR CHOP act	tim23-1 inh	CCR6 antag	APJ antagonist	Mdm2 MdmX PPI	CXCR6 inh	UPR XBP1 act	EBI2 block	APJ ag
COc1ccc2nc(NC(=O)CCN3C(=S)NC(C)(C)CC3C)sc2c1 (stereo unspecified)	1.7	-18	10	0	6	1	-2	-5	-7
Nc1nonc1-n1nnc(C(=O)N/N=C/c2ccoc2)c1CSc1ccc(Cl)cc1	1.1	16	-4	-27	24	-12	-2	-6	4
CCOc1ccc2nc3c(cc2c1)CN(CCOC)C(=NC)S3	0.9	24	1	8	4	9	-2	0	9
CC(C)C(=O)NC(c1ccc(Cl)cc1Cl)c1ccc2cccnc2c1O (stereo unspecified)	2.2	45	14	7	84*	13	0	-1	-4
CC1(O)c2ccccc2C(=O)N1CCc1ccccc1F (stereo unspecified)	1.0	6	12	-1	0	7	4	5	-7
O=C1/C(=C/c2ccncc2)SC(=S)N1Nc1ccccc1	3.4	33	10	-8	-12	-2	0	8	10
COCCn1c(SCC(=O)NCC2CCCO2)nc2c(c1=O)SCC2 (stereo unspecified)	-1.3	-1	-8	8	-8	-6	-4	-9	1
Cc1nnc2ccc(N3CCN(c4ccccn4)CC3)nn12	-0.1	2	2	11	20	9	24	-4	-2
Cc1ccc(CNC(=O)C2(S(=O)(=O)c3ccccc3)CC=CC2)cc1	5.5	12	10	19	-62	-8	3	-4	9
CC(C)(C)NC(=O)C1CN(S(=O)(=O)c2ccccc2)CCN1S(=O)(=O)c1ccccc1 (stereo unspecified)	-1.6	16	5	11	17	3	0	5	-1
COC(=O)c1cc2occc2n1Cc1nc(-c2ccc(Cl)cc2)oc1C	-1.7	-11	9	5	-14	9	-5	4	-4
CC(C)NC(=O)c1cccc2c1-c1ccccc1C2=O	-0.8	12	7	12	7	-1	-1	-15	-3
COc1ccc(CCNC(=O)CSc2nc3sc(C(=O)O)c(C)c3c(=O)[nH]2)cc1OC	2.9	-14	6	-5	16	-3	-1	-9	-3
Cc1ccc(N=Cc2sc(O)c3ccccc23)cc1	3.9	13	-16	-58	-262	-9	1	7	5
CCCCc1ccc(NC(=O)N[C@@H](CC(C)C)C(=O)O)cc1	-0.3	8	3	10	22	-13	-2	-9	-2
CCn1c(COc2cccc3ccccc23)nnc1SCC(=O)OC1CCCCC1	0.2	22	-5	14	-14	4	-3	9	0
CS(=O)(=O)N1Cc2ccccc2CC1C(=O)OCC(=O)NCCc1ccc(S(N)(=O)=O)cc1 (stereo unspecified)	-0.8	-6	-9	8	13	-2	-4	4	-1
CCNC(=O)C12CCC(C)(C(=O)O1)C2(C)C (stereo unspecified)	-0.8	9	-4	-3	-1	-5	0	-9	-4
CCOc1ccc(N(CC(=O)NCCSCc2ccccc2)S(C)(=O)=O)cc1	-0.2	23	13	5	-2	-5	-3	10	-4
O=C(Nc1nc(-c2ccc(Cl)cc2)cs1)NC1CCCCC1	-0.9	12	-3	-3	9	-21	2	20	0
O=C(c1cnccn1)N1CCN(S(=O)(=O)c2ccc3ccccc3c2)CC1	-0.6	7	-4	11	23	6	-4	-10	-6
CC(C)c1ccc(NC2CCCN(C(=O)c3cccs3)C2)cc1 (stereo unspecified)	3.3	24	12	9	1	-7	1	-6	-2
CCCCCCCCNC(=O)c1cnccn1	-0.1	-1	-3	2	11	3	-2	-5	-4
COc1ccc2c(c1)nc(SCC(=O)c1ccc(Br)s1)n2C	1.1	33	8	20	-1	0	-1	18	-2
CN1CCN(CCCN(Cc2cccs2)C(=S)Nc2ccc(Cl)cc2)CC1	-0.5	3	7	-14	4	11	-1	7	-3
The list continues:
SMILES	UPR CHOP act	tim23-1 inh	CCR6 antag	APJ antagonist	Mdm2 MdmX PPI	CXCR6 inh	UPR XBP1 act	EBI2 block	APJ ag
Cc1cc(C(=O)Cn2nc(C(=O)O)c3ccccc3c2=O)c(C)n1-c1ccc(OC(F)F)cc1	0.2	27	-4	-8	23	-8	-1	4	0
COc1ccc(C(=O)N2CCC(C(=O)O)CC2)c2ccccc12	2.2	7	1	-7	-16	3	1	4	0
O=C(Nc1ccccc1Cl)NC1(C(=O)NCc2cccnc2)CCCCC1	2.1	11	-3	-5	13	2	-3	0	0
COc1ccc2c(=O)cc(-c3ccccc3)n(C)c2c1	0.0	4	4	2	-14	5	1	8	-2
CCC(C)(C)n1nnnc1C(c1cccs1)N1CCN(c2nc3ccccc3s2)CC1 (stereo unspecified)	2.4	44	18	15	17	12	-5	32	0
Cc1ccc(-n2nnc3c(=O)n(CC(=O)NCc4ccccc4)cnc32)cc1	-0.2	-12	5	18	48	0	-3	-6	-3
CCC(=O)Nc1ccc(C(=O)OCc2ccccc2Cl)cc1	5.4	33	10	-1	-87	-2	0	28	-3
O=C1CC(c2ccc3c(c2)OCCO3)Oc2ccccc21 (stereo unspecified)	8.0	20	22	3	-78	8	0	19	-4
CC1CCCCC1NC(=O)/C(C#N)=C/c1ccccc1F (stereo unspecified)	12	84*	14	1	27	8	15	6	2
Cc1cccnc1NC1CCCCC1	0.7	4	0	0	-29	-8	5	4	-2
COc1cccc2c1CCc1c-2nc2ccccc2c1C(=O)O	0.5	10	-7	-13	-52	3	2	-4	1
CCN1CCN(c2nc(Nc3cccc(OC)c3)nc(N)c2[N+](=O)[O-])CC1	0.4	-3	2	9	37	4	-1	-10	-2
COC(=O)[C@]1(C)N[C@H](CN(C)C(=O)c2ccc(C)cc2)[C@@H]2C(=O)N(Cc3ccccc3)C(=O)[C@@H]21	-1.2	-9	17	6	2	3	2	3	-2
O/N=C1\CCCC\C1=C/c1ccccc1	1.9	0	-9	2	14	-2	0	-2	0
Cc1[nH]c2ccccc2c1C(=O)NS(=O)(=O)Nc1ccc(F)cc1	-1.5	11	16	-5	22	-1	-4	1	-1
Cc1nn(CCC#N)c2nc(C(F)(F)F)[nH]c(=O)c12	-2.6	14	-17	-29	-16	-5	-1	-21	-3
O=C(Nc1cccc(F)c1)c1cccc2c1C(=O)N(C1CCCCC1)C2	2.6	29	9	7	24	9	0	9	-2
COc1ccc(NC(=O)C2CCN(S(=O)(=O)c3cn(C)nc3C)CC2)cc1	-0.7	8	-3	0	-15	4	0	-13	19
Cc1cc(C)c(CNC(=O)c2cc(C3CC3)nc3c2cnn3C(C)C)c(=O)[nH]1	-0.5	3	14	16	-7	1	-1	-17	-3
COC(=O)c1ccc(C(=O)OC)c(NC(=O)CCC(=O)O)c1	-2.1	13	-6	12	5	-2	-3	-1	-2
CNC(=S)N1CCC(NC(=O)c2ccco2)CC1	0.1	-8	/	-11	-24	/	1	/	-6
COc1cccc(-c2cc(C(=O)NCCCn3ccnc3)no2)c1	4.1	1	15	6	-35	-8	0	6	6
CC1CC(C)(C)NC(=S)N1CC(=O)N(C)Cc1ccccc1 (stereo unspecified)	0.0	11	-15	-1	-4	-6	-2	-1	-2
O=[N+]([O-])c1ccc(CN2CCN(c3ccccc3)CC2)o1	1.4	20	-1	12	-13	-4	-1	-13	-1
Cc1ccc(C2=Nc3ccccc3SC(c3cccc([N+](=O)[O-])c3)C2)cc1 (stereo unspecified)	2.0	24	8	5	-9	7	-1	12	-1
(listing goes on)
SMILES	UPR CHOP act	tim23-1 inh	CCR6 antag	APJ antagonist	Mdm2 MdmX PPI	CXCR6 inh	UPR XBP1 act	EBI2 block	APJ ag
Cc1c2cc(O)c(=O)cc-2oc2cc(O)c(O)cc12	-0.2	4	47	17	27	20	-1	-7	-3
c1ccc2[nH]c(C3CC3)nc2c1	1.0	10	7	3	7	2	-1	-5	-2
O=C(CS(=O)c1cccc(C(F)(F)F)c1)Nc1ccccc1Cl (stereo unspecified)	7.7	13	2	-1	0	2	4	5	1
O=C(c1sc2cc(F)ccc2c1Cl)N1CCN(c2cccc(Cl)c2)CC1	2.4	14	7	13	-2	8	1	-7	-1
O=C(NCC(c1ccco1)N1CCOCC1)c1c(F)cccc1F (stereo unspecified)	1.7	12	-4	10	12	2	-1	1	-2
CN(C)c1ccc(NC(=O)Nc2ccc3c(c2)nnn3C)cc1	5.1	0	1	-1	-56	4	-3	-6	-5
Cc1cc(C)c(NC(=O)CNC(=O)c2cc([N+](=O)[O-])ccc2N2CCOCC2)c(C)c1	1.8	5	15	12	24	-2	0	1	-9
CC1=Nc2nc(N3CCCCC3)c(C#N)c3c4c(nc(c23)N1)N(c1ccc(C(C)C)cc1)C(=O)C4	2.9	17	15	-6	-4	10	-3	9	-2
Cc1ccc(N/N=C/c2cccnc2)cc1	7.4	20	10	3	-34	4	5	-3	0
COc1ccccc1N(C)S(=O)(=O)c1ccc(Cl)c(C(=O)Nc2cccc(C)n2)c1	-1.3	16	18	7	31	-8	-1	-3	-1
CCOC(=O)CNC(=O)C1(c2ccccc2)CCCC1	0.9	5	12	0	22	0	0	-2	0
c1ccc(CCCNc2ncnc3nc[nH]c23)cc1	0.8	8	-2	-7	30	-4	3	-2	-4
COc1ccccc1NC(=S)Nc1ccccc1F	-0.5	8	8	8	12	5	0	-2	-4
NC(=O)c1c(NC(=S)Nc2ccccc2)sc2c1CCCC2	1.9	18	-5	-13	-45	-1	-2	-23	0
Cc1ccc(N/N=C/c2ccc3c(c2)OCCO3)cc1Cl	4.4	22	9	15	8	3	-1	-1	0
COC(CNC(=O)Cc1c(C)nc2c(-c3ccccc3)c(C)nn2c1C)OC	1.7	12	4	0	21	-4	0	-5	-4
CCC(=O)OCc1c(C(F)(F)F)nn(C)c1Sc1ccc(F)cc1	-2.6	2	6	-4	-23	5	-1	1	-4
C[C@H]1CCC[C@]2(O[C@@H](CCO)C[C@@H](O)[C@@H]2O)O1	0.1	-13	-3	0	14	-6	1	-19	-3
C=CCN(C(=O)CCC(=O)O)C1CC(=O)N(c2ccc(OC)cc2)C1=O (stereo unspecified)	0.6	-6	6	15	16	1	-1	6	-2
COCCN1CCN(C(=O)c2ccc3nc(Cc4ccccc4F)oc3c2)CC1	-1.7	-2	-2	-2	7	4	-5	-14	5
CC(C)NC(=S)Nc1ccc2[nH]c(=O)[nH]c2c1	0.8	10	-8	-14	17	-7	0	-9	-1

5 entries from above, with bars between the fields:
molecule | UPR CHOP act | tim23-1 inh | CCR6 antag | APJ antagonist | Mdm2 MdmX PPI | CXCR6 inh | UPR XBP1 act | EBI2 block | APJ ag
CC1=Nc2nc(N3CCCCC3)c(C#N)c3c4c(nc(c23)N1)N(c1ccc(C(C)C)cc1)C(=O)C4 | 2.9 | 17 | 15 | -6 | -4 | 10 | -3 | 9 | -2
Cc1ccc(N/N=C/c2cccnc2)cc1 | 7.4 | 20 | 10 | 3 | -34 | 4 | 5 | -3 | 0
COc1ccccc1N(C)S(=O)(=O)c1ccc(Cl)c(C(=O)Nc2cccc(C)n2)c1 | -1.3 | 16 | 18 | 7 | 31 | -8 | -1 | -3 | -1
CCOC(=O)CNC(=O)C1(c2ccccc2)CCCC1 | 0.9 | 5 | 12 | 0 | 22 | 0 | 0 | -2 | 0
c1ccc(CCCNc2ncnc3nc[nH]c23)cc1 | 0.8 | 8 | -2 | -7 | 30 | -4 | 3 | -2 | -4
